# Rev-erbA mod – modulators of human Rev-erb alpha DNA binding; P20393; Rev-erbα–FITC-DNA binding, fluorescence polarization, 90 min; activity, % at 10 µM; 0.79% of 370,000 active; AID 1259318;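 active = activity above about 14%, limit read from the data; passing the limit was not always enough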;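 also: 0% = DMSO wells with 35 nM protein and 100% = DMSO wells with 750 nM protein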
# GC-A act – GC-A (human) enzyme activation; 0.14% of 370,000 active; activation, % at 10 µM; P16066; AID 1671463; HEK293 GC-A cells, cGMP TR-FRET, EC30 ANP; 0% at EC30 ANP, 100% saturating ANP; in the data active = activation above about 40%
# PG9 binder – binds the HIV-1 gp120 antibody PG9 | TR-FRET gp120-PG9 antibody binding | inhibition, % at 6.7 µM | 0.43% of 360,000 active; in the data active = inhibition above about 8.5%
# ARFGAP1 inhibitor – inhibits rat ARF GTPase activating protein 1. Q62848. Arfgap1-stimulated ARF1 GTP hydrolysis, GDP FP detection. inhibition, % at 16.5 µM. 0.26% of 360,000 active;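 active = inhibition above a per-plate limit, mean inhibition of low control wells plus 3 SD, cut at about 25% in these data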;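 also: 0% = DMSO wells with enzyme and 100% = wells lacking Arfgap1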
#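 Assay system: purified rat His6-Arfgap1 residues 1-136 (GAP domain); Reagent: human Δ17 ARF1 bound to GTP; Dosing: 16.5 µM single point, 1.26% DMSO; Times: GTP hydrolysis reaction 2 h at 25 °C; Signal: FP, GDP Alexa 633 tracer displaced from anti-GDP antibody, 620/688 nm; Measure: % inhibition from polarization.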
# GC-B act – GC-B (human) receptor activation. P20594. HEK293-GC-B cells, CNP EC30, cGMP TR-FRET; 0% at EC30 CNP, 100% saturating CNP. activation, % at 10 µM. 0.11% of 370,000 active;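 active = activation at 10 µM reaching about 35% in either raw or pattern-adjusted values, limit read from the data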
# Target sequence (P20594 whole entry, looked up): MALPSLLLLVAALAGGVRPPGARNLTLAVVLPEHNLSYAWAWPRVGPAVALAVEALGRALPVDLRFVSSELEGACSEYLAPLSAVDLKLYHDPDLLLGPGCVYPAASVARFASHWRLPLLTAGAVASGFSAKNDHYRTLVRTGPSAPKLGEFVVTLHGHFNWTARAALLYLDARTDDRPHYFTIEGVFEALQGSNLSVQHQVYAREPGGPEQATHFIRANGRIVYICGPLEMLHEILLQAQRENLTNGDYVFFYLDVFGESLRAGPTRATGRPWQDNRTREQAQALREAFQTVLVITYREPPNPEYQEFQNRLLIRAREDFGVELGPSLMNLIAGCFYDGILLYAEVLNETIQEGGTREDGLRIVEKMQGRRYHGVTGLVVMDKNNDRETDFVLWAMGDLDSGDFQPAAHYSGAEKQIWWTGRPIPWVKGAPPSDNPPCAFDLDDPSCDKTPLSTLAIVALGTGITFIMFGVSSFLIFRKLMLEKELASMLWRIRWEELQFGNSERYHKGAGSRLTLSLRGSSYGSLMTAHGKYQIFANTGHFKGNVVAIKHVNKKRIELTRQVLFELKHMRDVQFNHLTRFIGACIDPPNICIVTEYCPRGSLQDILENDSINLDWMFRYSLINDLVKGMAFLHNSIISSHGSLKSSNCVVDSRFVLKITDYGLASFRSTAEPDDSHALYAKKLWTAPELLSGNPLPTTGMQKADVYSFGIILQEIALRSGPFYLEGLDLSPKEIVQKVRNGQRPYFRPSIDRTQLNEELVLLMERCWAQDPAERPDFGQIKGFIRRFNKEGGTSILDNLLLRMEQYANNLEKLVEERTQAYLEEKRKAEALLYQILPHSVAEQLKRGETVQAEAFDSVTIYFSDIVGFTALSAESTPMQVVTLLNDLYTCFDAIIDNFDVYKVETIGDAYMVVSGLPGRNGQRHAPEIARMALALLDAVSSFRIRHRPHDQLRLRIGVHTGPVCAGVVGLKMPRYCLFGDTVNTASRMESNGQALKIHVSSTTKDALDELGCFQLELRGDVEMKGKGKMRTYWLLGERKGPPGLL
# ASAP1 inh – blocks human ASAP1-stimulated Arf1 GTP hydrolysis; Q9ULH1; GDP FP detection; inhibition, % at 16.5 µM; 0.19% of 360,000 active; AID 624377; in the data active = inhibition above about 25%;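 also: 0% = vehicle with enzyme and substrate and 100% = no enzyme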
# HTRA1 inh – HTRA1 (human) protease inhibition; 0.5% of 340,000 active; AID 504803; recombinant HTRA1, FP-rhodamine activity-based probe, fluorescence polarization; inhibition, % at 5.96 µM; in the data active = inhibition above about 36%;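 also: 0% = enzyme with DMSO and 100% = wells lacking enzyme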
# SMARCA2 act – SMARCA2 function activation, primary screen; 1% of 370,000 active; AID 652017; activation, % at 9.1 µM; MG213 cells, MMTV-luciferase reporter, dexamethasone, overnight; in the data active = activation above about 7.8%;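 also: 0% = vehicle wells and 100% = reference activator wells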
# ABHD4 inh – inhibits mouse alpha/beta hydrolase domain 4; Q8VD66; purified mABHD4, FP-Rh probe fluorescence polarization; inhibition, % at 8.92 µM; 0.54% of 370,000 active; AID 720543;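 active = inhibition exceeding the mean over every tested compound plus 3 SD, cut at about 30% in these data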;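 also: 0% = plate median of compound wells and 100% = S159A mutant with DMSO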
#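 Material: mouse ABHD4 enzyme, wild type; Benchmarks: S159A mutant high control, sample median low control; Buffer or medium: HEPES pH 7.0, NaCl, Pluronic buffer; Signal: fluorescence polarization; Read-out: percent inhibition of probe binding, normalized to plate controls; Timing: pre-incubation 45 min, probe exposure 60 min, at 25 °C; Dosing: 8.92 µM, single dose.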
# rCAG RNA binder – binds r(CAG) RNA repeats | AID 651821 | 1.3% of 370,000 active | inhibition, % at 3 µM | r(CAG) RNA repeat, TO-PRO-1 dye displacement fluorescence;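 active = inhibition above the plate cutoff, the mean of all test compounds on that plate plus 3 SD, cut at about 35% in these data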;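 also: 0% = DMSO alone and 100% = 100 µM mitoxantrone as full dye displacement; higher means more dye released from RNA so lower well fluorescence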
# The depositor's hits bear a star; x = not tested or not shown.
SMILES,Rev-erbA mod,GC-A act,PG9 binder,ARFGAP1 inhibitor,GC-B act,ASAP1 inh,HTRA1 inh,SMARCA2 act,ABHD4 inh,rCAG RNA binder
O=C(Oc1cc(Cl)ccc1Cl)c1ccc(N2CCOCC2)c([N+](=O)[O-])c1,-2,-4,0.8,2,-4,-4,5,-4,-14,1
Cc1cccc(OCC(=O)NCC(=O)N/N=C/c2ccc(O)cc2O)c1,1,0,-1.1,-1,-4,-3,7,-5,7,3
CCCCC1(C)NC(=O)c2c(C)sc(C(=O)OCC)c2N1 (centres undefined),3,-21,2.7,-2,-10,-2,-11,-1,-3,-9
COc1ccc(OCCn2nnc(-c3ccc(Cl)cc3)n2)cc1,-2,-1,-1.1,10,-1,-6,-8,4,-3,2
Cc1ccc(NC(=O)C(C)N2CCOCC2)c(C(=O)c2ccccc2)c1 (centres undefined),3,0,1.6,-5,-1,4,-3,1,4,-4
CCCCn1c(SCC(N)=O)nnc1-c1ccco1,-3,3,-0.8,-6,12,4,2,-3,-1,1
CC(C)C(=O)NC(NC1CCS(=O)(=O)C1)C(Cl)(Cl)Cl (centres undefined),6,1,-1.2,-1,0,-8,5,-5,3,-2
O=C(CSc1nnc(-c2ccco2)n1-c1ccccc1)NCc1ccco1,8,-3,0.2,4,5,19,-1,1,1,-2
Cc1[nH]c2ccccc2c1SCc1ccccc1,-1,-1,1.8,11,-4,16,15,2,-8,3
Cc1nc(CN2CCN(C(=O)c3ccc(Br)cc3)CC2)cs1,6,-1,1.8,6,-2,-7,1,-4,0,-4
Cn1c(=O)n(C)c2cc([N+](=O)[O-])c(N3CCN(C(=O)c4ccc(F)cc4)CC3)cc21,6,0,-2.1,6,-7,-1,9,-4,2,-5
O=C(CSc1nc(-c2ccccc2)nc2c1Cc1ccccc1O2)Nc1ccc(C(=O)O)cc1,-7,-5,1.3,-4,-3,-4,-16,-2,-16,4
O=c1[nH]c2nc(Br)[nH]c(=O)c2[nH]1,-4,-2,-0.9,5,2,-14,4,-3,2,0
O=C(N/N=C/c1cccnc1)c1cc2ccccc2o1,6,2,-0.9,18,-3,1,4,-4,0,-3
CCOC(=O)CN1C(=O)NC2(CCCc3ccccc32)C1=O (centres undefined),1,2,-0.7,11,2,1,4,0,4,-2
Cc1cccc(C)c1NC(=S)NCc1ccncc1,-4,3,-0.4,7,5,-18,5,-1,-2,-2
O=C(c1ccccc1Cl)N1CCNCC1,-2,0,-3.2,9,2,-10,3,4,5,-2
COc1ccc(O)c(C2=Nc3ccccc3N=C(c3cccs3)C2)c1,4,1,-0.5,2,4,5,-1,3,3,2
CCOC(=O)C1=C(C)NC(C)=C(C(=O)OCC)C1C(=O)O,-1,4,-1.3,-16,2,-10,-2,5,2,-1
COc1ccc(C(=O)Nc2ncccc2C)cc1S(=O)(=O)N1CCOCC1,0,-1,-2.1,-10,-6,-9,-2,-2,3,-2
Cc1cccc(NC(=O)CNC(=O)C23CC4CC(CC(Cl)(C4)C2)C3)n1,-6,2,0.2,-6,1,-2,-8,-2,0,-6
CSc1ccc(CN(C)Cc2nc3ccccc3c(=O)[nH]2)cc1,-3,-3,-0.7,1,-5,7,1,-3,-4,-4
Cc1oc(-c2cccs2)[n+]([O-])c1C,-3,0,1.3,4,-1,-7,-1,-4,-3,2
CCn1cc(C(=O)N2CCN(Cc3ccc4c(c3)OCO4)CC2)c2cc(OC)c(OC)cc2c1=O,-2,3,-1.5,9,4,12,8,5,-3,-7
O=C(c1cnc2ccc3ccccc3c2c1)c1cc(F)ccc1O,6,-2,1.1,1,-2,-8,-17,-3,-7,9
CCCc1cc(=O)[nH]c2nnc(SCC(=O)NC3CCCC3)n12,-1,2,-2.3,-7,2,-4,1,-2,-4,-3
CCn1c(=N)n(CC(=O)c2ccco2)c2ccccc21,-1,-1,-1.8,-3,1,-7,-7,4,9,3
Cc1ccccc1N=C1NC(=O)CC(c2ccccc2)S1 (centres undefined),1,-5,-1.3,1,-16,3,1,1,1,-5
CC1=Nc2cc(C(=O)NCCN3CCOCC3)ccc2Sc2c(C)ccc(C)c21,-2,-2,2.6,-18,-4,-3,-1,-4,-13,-2
CCN(CC(=O)Nc1ccccc1C(F)(F)F)C(=O)C1CC(=O)N(Cc2ccccc2)C1 (centres undefined),-6,2,-0.5,-3,2,-4,-3,-1,-5,-4
O=C(O)CC(NC(=O)C1c2ccccc2Oc2ccccc21)c1ccc(OC2CCCC2)cc1 (centres undefined),1,2,-1.1,-5,6,-2,-6,0,-2,50*
COc1cc(NC(=O)COc2cccc(OC)c2)cc(OC)c1,-1,-6,1.0,5,-7,-12,-12,-1,-18,-4
CCOC(=O)N1CCN(S(=O)(=O)c2ccc(C(=O)Nc3sc4c(c3C(=O)OC)CCN(C)C4)cc2)CC1,-2,-3,-2.1,1,1,11,53*,5,2,-15
COc1ccc(-c2c(C#N)c(N)nc3c2CCC3)cc1,3,-7,5.1,-3,0,8,-4,0,-4,-1
O=C(O)C1C2C=CC(O2)C1C(=O)NCc1ccc2c(c1)OCO2 (centres undefined),9,1,0.0,3,-3,-3,5,1,1,2
CCc1ccc(C(=O)NNC(=O)c2cccc(N3C(=O)CCC3=O)c2)cc1,-3,0,-0.6,-4,0,9,-1,0,-1,1
CC(C)(CNCC(O)c1ccccc1)N1CCOCC1 (centres undefined),-1,2,-2.1,-6,8,-6,-1,4,2,1
Cc1cccc(N(CC(=O)NCC2CCCO2)C(=O)CNS(=O)(=O)c2ccc(Cl)cc2)c1 (centres undefined),10,-7,-0.2,7,-6,14,4,-2,4,-5
c1ccc(CNc2cnccn2)cc1,-2,1,0.9,-4,2,1,6,1,1,2
COc1cccc(-c2nc(CS(=O)(=O)CC(=O)NCc3ccccc3OC)c(C)o2)c1,0,-15,-0.1,2,-12,7,-3,-1,4,2
CC(=O)c1ccc(N2CCN(C(=O)/C=C/c3cccs3)CC2)cc1,5,-9,-3.8,-9,-10,-10,-4,-1,1,-6
COc1cc2c(cc1OC)C(COc1ccc3c(C)cc(=O)oc3c1)N(C(=O)c1ccco1)CC2 (centres undefined),10,5,-2.6,0,5,-3,2,1,0,-3
O=C(CCC(=O)Nc1ccccc1)NNC(=O)c1ccco1,3,-5,2.9,-12,1,0,8,-6,-2,-2
CC(C)Oc1ccc(S(=O)(=O)N2CCCCC2)cc1NC(=O)C1=NN(c2ccccc2)C(=O)CC1,-3,20,-1.7,7,23,-6,-66,0,0,8
c1ccc(-c2cc3nc(NCc4ccc5c(c4)OCO5)ccn3n2)cc1,0,-2,-2.4,5,-3,18,x,-2,-18,7
CCOC(=O)c1c(C)[nH]c(N=Nc2ccccc2Cl)c1C,0,-3,-1.8,-16,-8,2,-2,0,-4,5
COc1cc2c(cc1CN1CCN(C(=O)c3cc(OC)c(OC)c(OC)c3)CC1)OCO2,-3,1,1.8,-5,1,12,3,1,7,-4
CN1CCC(=O)N([C@H](CSc2ccc(Br)cc2)Cc2ccccc2)CC1,-1,-6,-0.5,-7,-9,0,-4,0,7,-10

# A draw from above in order of count of non-hydrogen atoms, rising.
SMILES,Rev-erbA mod,GC-A act,PG9 binder,ARFGAP1 inhibitor,GC-B act,ASAP1 inh,HTRA1 inh,SMARCA2 act,ABHD4 inh,rCAG RNA binder
O=c1[nH]c2nc(Br)[nH]c(=O)c2[nH]1,-4,-2,-0.9,5,2,-14,4,-3,2,0
Cc1[nH]c2ccccc2c1SCc1ccccc1,-1,-1,1.8,11,-4,16,15,2,-8,3
CCCCn1c(SCC(N)=O)nnc1-c1ccco1,-3,3,-0.8,-6,12,4,2,-3,-1,1
O=C(N/N=C/c1cccnc1)c1cc2ccccc2o1,6,2,-0.9,18,-3,1,4,-4,0,-3
CCCCC1(C)NC(=O)c2c(C)sc(C(=O)OCC)c2N1 (centres undefined),3,-21,2.7,-2,-10,-2,-11,-1,-3,-9
CCOC(=O)CN1C(=O)NC2(CCCc3ccccc32)C1=O (centres undefined),1,2,-0.7,11,2,1,4,0,4,-2
COc1cc(NC(=O)COc2cccc(OC)c2)cc(OC)c1,-1,-6,1.0,5,-7,-12,-12,-1,-18,-4
CC(=O)c1ccc(N2CCN(C(=O)/C=C/c3cccs3)CC2)cc1,5,-9,-3.8,-9,-10,-10,-4,-1,1,-6
COc1ccc(O)c(C2=Nc3ccccc3N=C(c3cccs3)C2)c1,4,1,-0.5,2,4,5,-1,3,3,2
CCc1ccc(C(=O)NNC(=O)c2cccc(N3C(=O)CCC3=O)c2)cc1,-3,0,-0.6,-4,0,9,-1,0,-1,1
COc1cccc(-c2nc(CS(=O)(=O)CC(=O)NCc3ccccc3OC)c(C)o2)c1,0,-15,-0.1,2,-12,7,-3,-1,4,2
COc1cc2c(cc1CN1CCN(C(=O)c3cc(OC)c(OC)c(OC)c3)CC1)OCO2,-3,1,1.8,-5,1,12,3,1,7,-4
O=C(CSc1nc(-c2ccccc2)nc2c1Cc1ccccc1O2)Nc1ccc(C(=O)O)cc1,-7,-5,1.3,-4,-3,-4,-16,-2,-16,4
CCOC(=O)N1CCN(S(=O)(=O)c2ccc(C(=O)Nc3sc4c(c3C(=O)OC)CCN(C)C4)cc2)CC1,-2,-3,-2.1,1,1,11,53*,5,2,-15

# Grouped by structure: the compounds so far containing a nitro group on carbon
SMILES,Rev-erbA mod,GC-A act,PG9 binder,ARFGAP1 inhibitor,GC-B act,ASAP1 inh,HTRA1 inh,SMARCA2 act,ABHD4 inh,rCAG RNA binder
O=C(Oc1cc(Cl)ccc1Cl)c1ccc(N2CCOCC2)c([N+](=O)[O-])c1,-2,-4,0.8,2,-4,-4,5,-4,-14,1
Cn1c(=O)n(C)c2cc([N+](=O)[O-])c(N3CCN(C(=O)c4ccc(F)cc4)CC3)cc21,6,0,-2.1,6,-7,-1,9,-4,2,-5

# (more compounds)
SMILES,Rev-erbA mod,GC-A act,PG9 binder,ARFGAP1 inhibitor,GC-B act,ASAP1 inh,HTRA1 inh,SMARCA2 act,ABHD4 inh,rCAG RNA binder
Cc1nc(N2CCC(C)CC2)c2oc3ccccc3c2n1,1,4,0.6,4,-4,-11,-14,-1,0,-2
CC(=C/c1ccccc1)/C=C1/SC(N2CCOCC2)=NC1=O,-2,-2,-2.1,2,3,-2,-1,-1,-5,4
COc1ccc(Cl)cc1C(=O)Nc1ccc2nc3n(c(=O)c2c1)CCCC3,0,4,-3.2,8,2,6,-6,2,-7,4
CCCc1cc(C(=O)N2CCN(S(=O)(=O)c3ccc(OC)c(OC)c3)CC2)cs1,0,-6,1.2,-15,6,-9,-9,-2,8,15
O=C(CCc1nnc(CCCCc2ccccc2)o1)N1CCN(CCO)CC1,5,3,-1.9,7,0,-17,-6,0,3,-4
COc1nnc(-c2ccc(C)c(S(=O)(=O)NCC3CCCO3)c2)c2ccccc12 (centres undefined),6,-1,-0.4,-11,4,-4,-5,-4,1,-8
COc1cccc(CNC(=O)CN(C)S(=O)(=O)c2ccc(Br)s2)c1,3,1,0.3,-6,-1,6,5,-1,-2,-2

# Source: PubChem BioAssay

# Hits appear at their usual frequency, and some 4.4% of all compounds hit somewhere here.
